# CHT allo act: human CHT allosteric activation. CHT-expressing cells, membrane potential dye, choline EC20; hits give high values; LV-AA mutant CHT in HEK293 cells. B-score at 10 µM. actives 0.49% (n = 310,000);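 active means initial fluorescence not abnormally high and integrated response B-score, plate-corrected, over 3 SD above library mean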
# Target sequence (Q9GZV3 whole entry, looked up): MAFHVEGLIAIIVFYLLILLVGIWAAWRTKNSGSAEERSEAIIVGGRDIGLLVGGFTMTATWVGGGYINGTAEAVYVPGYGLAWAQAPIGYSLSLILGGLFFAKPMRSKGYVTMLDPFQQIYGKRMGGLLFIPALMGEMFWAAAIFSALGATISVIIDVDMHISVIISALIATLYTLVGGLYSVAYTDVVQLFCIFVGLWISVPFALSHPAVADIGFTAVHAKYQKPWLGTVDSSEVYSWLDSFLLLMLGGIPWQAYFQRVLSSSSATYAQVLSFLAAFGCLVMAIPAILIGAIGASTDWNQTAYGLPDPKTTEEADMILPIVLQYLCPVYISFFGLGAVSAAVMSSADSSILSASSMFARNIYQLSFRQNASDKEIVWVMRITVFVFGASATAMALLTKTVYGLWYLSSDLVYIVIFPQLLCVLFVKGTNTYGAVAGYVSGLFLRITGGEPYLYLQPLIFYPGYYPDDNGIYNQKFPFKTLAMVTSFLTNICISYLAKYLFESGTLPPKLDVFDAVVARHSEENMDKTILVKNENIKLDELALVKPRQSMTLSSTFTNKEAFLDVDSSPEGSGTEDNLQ
# OX1R antag: antagonists of human orexin 1 receptor; actives 0.43% (n = 330,000); inhibition, % at 5 µM; AID 434989; CHO/OX1R cells, Fluo-8 calcium fluorescence, orexin A;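 active means inhibition above its plate's threshold, mean inhibition of all tested compounds on the plate plus 3 SD, cut at about 37% in these data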;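 further: 0% = orexin A challenge wells and 100% = SB-334867-A antagonist wells; not every result past the cut was called active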
# Target sequence (O43613 whole entry, looked up): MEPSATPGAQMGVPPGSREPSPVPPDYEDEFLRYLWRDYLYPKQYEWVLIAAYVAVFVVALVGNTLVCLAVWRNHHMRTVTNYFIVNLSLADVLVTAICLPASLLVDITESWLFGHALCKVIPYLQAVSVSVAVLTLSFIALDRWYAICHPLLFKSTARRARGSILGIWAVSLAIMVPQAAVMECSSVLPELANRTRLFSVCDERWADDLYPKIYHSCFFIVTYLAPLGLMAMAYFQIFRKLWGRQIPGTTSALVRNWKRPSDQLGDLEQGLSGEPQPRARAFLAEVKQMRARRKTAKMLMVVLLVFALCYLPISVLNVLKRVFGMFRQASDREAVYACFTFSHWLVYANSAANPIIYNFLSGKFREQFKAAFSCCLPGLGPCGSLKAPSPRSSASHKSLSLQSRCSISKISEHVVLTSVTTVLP
# Active calls of the source: *; i = inactive; . = no result given.
# Each structure is followed by: CHT allo act, OX1R antag
- Cc1ccc(S(=O)(=O)NCCCNS(=O)(=O)c2ccccc2)cc1
 : i, -13.8
- CCOC(=O)N1CCC(NC(=O)c2cc(S(=O)(=O)N3CCCC3)cn2C)CC1
 : i, -23.1
- Cc1cc(C)c(-c2cc(C(F)(F)F)no2)c(=O)[nH]1
 : i, -11.5
- NC(=O)c1nc(N2CCOCC2)nc(N2CCOCC2)n1
 : i, -0.1
- CS(=O)(=O)c1ccc(C(=O)OCC(=O)NC2CCS(=O)(=O)C2)cc1[N+](=O)[O-] (stereo not given)
 : i, -15.4
- CCOc1ccc(-c2cc(NC(=O)Cn3ncc4c3-c3ccccc3OC4)on2)cc1OCC
 : i, -32.1
- CCN(CC)c1ccc(C=Nc2ccc(N(C)C)cc2)c(O)c1
 : i, -16.7
- CN(CC(=O)Nc1ccccc1Br)C(=O)CNC(=O)c1ccc(Oc2ccccc2)cc1
 : i, -7.9
- CCOc1ccc(N/C=C/C(=O)c2ccc(OC)c(OC)c2)cc1
 : i, -31.2
- C=CCn1c(SCCC)nc2sc3c(c2c1=O)CCc1ccccc1-3
 : i, -18.5
- C/C(=N\NC(=O)CSCc1ccc(Cl)cc1)c1ccc2c(c1)OCCO2
 : i, -14.6
- COc1ccc2oc(C(=O)OCC(=O)/C(C#N)=C(\C)N)c(C)c2c1
 : i, -12.8
- OCCN1CCN(CC(O)COCc2ccc3c(c2)OCO3)CC1 (stereo not given)
 : i, -0.5
- CC1=C(C)C(=O)N(c2ccccn2)C1=O
 : i, 3.2
- Cc1ccccc1NC(=O)C1Cc2ccccc2C(=O)O1 (stereo not given)
 : i, -7.8
- CCN(CC(=O)Nc1ccc(OC)cc1)C(=O)C1CCN(C(=O)c2ccc(Cl)cc2)CC1
 : ., -15.0
- CCn1c(=S)sc2c(=O)n(-c3ccccc3)c(SC)nc21
 : i, -36.7
- CC1CCCN(C(=O)CCCC(=O)N2CCCC(C)C2)C1 (stereo not given)
 : i, -19.7
- O=C(CN1C(=O)C(=O)N(C2CCCC2)C1=O)Nc1ccc(OC(F)F)cc1
 : ., 1.2
- O=S(=O)(Nc1ccncc1)c1ccc(Cl)c(Cl)c1
 : i, -9.6
- CC1CCN(C(=O)C2CCN(C(=O)c3ccc(C(C)(C)C)cc3)CC2)CC1
 : i, -13.7
- Nc1nc(SCC(=O)Nc2ccccc2C(F)(F)F)[nH]c(=O)c1-c1ccccc1
 : i, -18.7
- Cc1ccc(OCC(=O)Nc2ccc3c(c2)nc(CCN2CCC(C)CC2)n3C)cc1
 : i, -27.1
- CC1(c2ccc(O)cc2)NC(=O)N(c2ccccc2)N1 (stereo not given)
 : i, -12.0
- CCC/C=C1/CCCOC(C(=O)NCc2cc(C)n(C)n2)(C(F)(F)F)C1 (stereo not given)
 : i, -11.3
- COc1cccc(/C=N/NC(=O)c2ccc(COc3ccc(Cl)cc3Cl)o2)c1
 : i, -29.3
- CC(C)CNC(=O)c1cc(-c2ccc(Br)cc2)on1
 : i, -20.9
- COc1ccc(CCN(C)CC(O)COC(c2ccc(F)cc2)c2ccc(F)cc2)cc1OC (stereo not given)
 : i, .
- COc1ccccc1OCCC(=O)Nc1cccc(S(=O)(=O)N2CCCCC2)c1
 : i, -32.4
- O=C(CN1C(=O)C2C3C=CC(C3)C2C1=O)OCC(=O)c1ccccc1 (stereo not given)
 : i, -7.3
- COc1ccc(/C=C/c2nnc(NC(=O)COc3cccc(C)c3)s2)cc1
 : i, -17.8
- CN1CCN(NC(=O)COc2cccc(C(F)(F)F)c2)CC1
 : i, -0.7
- CC(=O)NCCNC(=O)c1ccc(CSc2nc3ccccc3s2)cc1
 : i, -4.2
- C=CCNC(=O)CSCc1ccc(Br)cc1
 : i, -3.5
- Clc1ccc(Cl)c(-c2nc(-c3ccncc3)no2)c1
 : i, -10.8
- CCN1CCN(c2nc3c(C)cccn3c(=O)c2/C=C(\C#N)C(=O)NCCCOC)CC1
 : 7.53*, -8.9
- COC(=O)c1sccc1NC(=S)N(C)C1CCCCC1
 : i, -31.6
- C/C(=N\NC(=O)COc1cccc(Cl)c1)c1ccc2c(c1)OCCO2
 : i, -8.2
- CC(C)N(CCc1ccncc1)C(=S)Nc1cccc(Cl)c1
 : i, -6.1
- COc1ccc(NC(=O)Cn2nnc(-c3ccccc3NC(=O)c3cccs3)n2)cc1
 : i, -22.0
- COc1ccc(-c2csc(NC(=O)CSC(C)C(=O)Nc3cc(C)on3)n2)cc1OC (stereo not given)
 : ., -29.2
- O=C(Cn1c(NCCCO)nc2ccccc21)c1cccc(Br)c1
 : i, -19.3
- O=C(Nc1ccncc1)Nc1ccccc1Cl
 : i, -10.6
- COc1ccc(/C=N/N2C(=O)c3ccccc3C2=O)cc1
 : i, -1.9
- CC(=O)c1c(N2CCN(c3ccc(F)cc3)CC2)nc(=S)n(-c2ccccc2)c1C
 : i, -18.3
- CN1C(=O)Nc2cccc3cccc1c23
 : i, -12.4
- CN(C)S(=O)(=O)c1ccc(C(=O)NCc2ccco2)cc1
 : i, 12.0
- O=C(COc1ccc(S(=O)(=O)N2CCOCC2)cc1)N1CCN(c2ccccc2)CC1
 : i, 1.1
- CCOCCCNC(=O)C(NC(=O)c1ccccn1)c1ccc(C)cc1 (stereo not given)
 : i, -8.1
- O=C(C[C@@H]1C/C=C\CCC(=O)OC[C@@H]2CCCN2C1=O)NCCO
 : ., -14.7
- COc1ccc(N2CC(O)(c3ccc(OC(F)F)cc3)[N+]3=C2CCCC3)cc1 (stereo not given)
 : i, -20.1
- CCc1nn(CC(=O)NC(C)CCc2ccccc2)c(=O)c2cc3occc3n12 (stereo not given)
 : i, -18.4
- CCOc1cc(/C=N/NC(=O)C(=O)NCCCOC(C)C)cc(Br)c1O
 : i, -7.1
- Cn1c(CCc2ccccc2)nnc1SCC(=O)N1CCOCC1
 : i, 0.6
- COc1ccc2c(c1)[nH]c1c(=O)n(Cc3ccncc3)cnc12
 : i, -15.6
- COc1ccc(N2CC(O)(c3ccc(C)cc3)[N+]3=C2CCCC3)cc1 (stereo not given)
 : i, -3.8
- Cc1nc(SCC(=O)c2ccccc2)[nH]c(=O)c1Oc1ccc(Cl)cc1
 : i, -3.8
- CN(c1cccc(NC(=O)c2ccc(N(C)S(=O)(=O)c3ccccc3)cc2)c1)S(C)(=O)=O
 : i, 67.4*
- CC(=O)N1c2ccc(S(=O)(=O)NCCC(=O)Nc3ccc(F)cc3C)cc2CC1C (stereo not given)
 : i, -8.5
- COc1cc(/C=N/N2CCN(Cc3ccc(Cl)cc3)CC2)ccc1OC(C)=O
 : i, 4.7

# Five compounds out of the list above, sorted by their value in OX1R antag, ascending:
SMILES	OX1R antag
CN1C(=O)Nc2cccc3cccc1c23	-12.4
Clc1ccc(Cl)c(-c2nc(-c3ccncc3)no2)c1	-10.8
CCOc1cc(/C=N/NC(=O)C(=O)NCCCOC(C)C)cc(Br)c1O	-7.1
Cc1nc(SCC(=O)c2ccccc2)[nH]c(=O)c1Oc1ccc(Cl)cc1	-3.8
CN(C)S(=O)(=O)c1ccc(C(=O)NCc2ccco2)cc1	12.0

# Additional records follow.
# Each structure is followed by: CHT allo act, OX1R antag
- CC(=O)Nc1ccc(NC(=O)C(C)OC(=O)C2CCC2)cc1 (stereo not given)
 : i, 8.0
- CC(C)(C)NC(=O)c1ccc2c(c1)C(=O)N(C1CCCCC1)C2=O
 : i, -18.0
- N#CCCN(C(=O)COC(=O)c1ccc2c(=O)n3c(nc2c1)CCC3)c1ccccc1
 : i, -21.9
- O=C(Nc1cccc(Cl)c1)C1CC1c1ccccc1 (stereo not given)
 : i, 0.4
- COc1ccc(CCNC(=O)c2cc3c(=O)n4cccc(C)c4nc3n(CCCN3CCOCC3)c2=N)cc1
 : i, -18.0
- COCCN(C(=O)c1csnn1)C(C(=O)NC1CCCCC1)c1cccs1 (stereo not given)
 : i, -3.6
- NC(=S)c1ccc(C(N)=S)o1
 : i, 3.7
- Cc1ccc(S(=O)(=O)Nc2ccc(N=Nc3ccc(O)cc3)cc2)cc1
 : i, 7.0
- CCC(=O)N1CCC(NC(=O)Nc2ccc(OC(F)(F)F)cc2)CC1
 : ., -6.7
- O=C(COC(=O)c1ccc(O)cc1O)NC12CC3CC(CC(C3)C1)C2
 : ., -6.1
- Cc1ccc2cc(CCNC(=O)c3ccc(S(=O)(=O)N4CCOCC4)cc3)c(=O)[nH]c2c1
 : i, -14.1
- COCCCNC(=O)CCCn1c(=O)c2ccccc2n(Cc2cccc([N+](=O)[O-])c2)c1=O
 : i, -13.2
- N=c1c(C(=O)NCc2ccc(F)cc2)cc2c(=O)n3ccccc3nc2n1Cc1cccnc1
 : i, -31.1
- Cc1ccc(OCCC(=O)OCC(=O)c2c(N)n(C)c(=O)n(C)c2=O)cc1
 : i, -0.9
- Nc1ncnc(Sc2ccc(Cl)cc2)c1[N+](=O)[O-]
 : i, 0.3
- CCOC(=O)c1sc(=S)n(C)c1NC(=O)c1ccc(F)cc1
 : i, -33.7
- COC(=O)c1c(NC(=O)C2SC(=NC3CCCCC3)C(C(N)=O)=C2N)sc2c1CCCC2 (stereo not given)
 : i, -15.9
- CCOC(=O)Cn1nc(C)c2ccccc2c1=O
 : i, -7.1
- O=C(CN1CCN(c2ccccn2)CC1)Nc1cccc(Cl)c1Cl
 : i, -34.4
- COc1ccc(OCCn2cc(C=O)c3ccccc32)cc1
 : i, -18.5
- CSc1cccc(NC(=O)C2(S(=O)(=O)c3ccc(C)cc3)CC2)c1
 : i, -9.9
- COc1ccc(/C(N)=N/OC(=O)CSc2ccccc2)cc1
 : i, -28.0
- CC1(C)CC(O)CC(C)(C)N1CC(O)COCc1ccccc1 (stereo not given)
 : i, -13.7
- CN(C)c1nc(NS(=O)(=O)c2ccc(Cl)cc2)nc(N(C)C)n1
 : i, -11.1
- CC(C)(C)NC(=S)N1CCC(C(=O)c2ccc(Cl)cc2)CC1
 : i, -12.8
- Cc1ccc(S(=O)(=O)N(C)CC(=O)NNC(=O)Cc2ccccc2F)cc1
 : ., -0.3
- CN(CC(=O)Nc1ccc(SC(F)F)cc1)C1CCCCC1
 : i, -12.8
- CCCN1CN=C(Nc2nc3ccccc3o2)NC1
 : i, -9.8
- Cc1cc(NC(=O)CSc2nc(Cc3ccc(O)cc3)c(C)[nH]2)no1
 : i, -11.7
- COc1ccc(C(=O)NCCNC(=O)c2ccccn2)cc1
 : i, -6.8

# Single records (already shown):
# Results for CC(C)N(CCc1ccncc1)C(=S)Nc1cccc(Cl)c1 : CHT allo act = i; OX1R antag = -6.1
# Results for CC(=O)Nc1ccc(NC(=O)C(C)OC(=O)C2CCC2)cc1 (stereo not given) : CHT allo act = i; OX1R antag = 8.0

# (list continues)
# Each structure is followed by: CHT allo act, OX1R antag
- O=C(Cc1ccc(Cl)cc1)N1CCN(c2ccc(F)cc2)CC1
 : i, -23.9
- CCc1cc(=O)oc2cc(C)cc(OCC(=O)NCCCn3ccnc3)c12
 : i, -2.4
- COc1ccc(Nc2nc(NCC3CCCO3)nc(N)c2[N+](=O)[O-])cc1 (stereo not given)
 : i, -26.9
- CN(C)S(=O)(=O)c1cccc(N=c2scc(-c3ccc4c(c3)NC(=O)CO4)n2CC2CCCO2)c1 (stereo not given)
 : i, -1.2
- CCCOc1ccc(C2C(=O)N(C3CCCCCC3)CC(=O)N2Cc2ccco2)cc1OC (stereo not given)
 : i, -24.6
- O=C(CSc1nnc(NC(=O)c2ccccc2[N+](=O)[O-])s1)NC1CCCC1
 : i, 7.4
- CCOC(=O)C1(Cc2cccc(OC)c2)CCN(Cc2cccc3c2OCO3)CC1
 : i, -16.0
- COc1ccc(Cl)cc1C(=O)N1CCN=C1SC
 : i, -3.9
- COc1ccc(/C(=N\O)c2ncc(C(F)(F)F)cc2Cl)cc1
 : i, -2.1
- Cc1cc(N=Nc2ccc(Cl)cc2)cc(CN2CCOCC2)c1O
 : i, -12.3
- Cc1cc(C)c(NC(=O)/C(=C/c2ccco2)c2ccccc2)c(C)c1
 : i, -31.4
- Cc1ccc(CN2CCC(n3nccc3NC(=O)CCOc3ccccc3)CC2)o1
 : i, -18.9
- O=C1CSC(c2ccccc2)N1c1nc(-c2ccc(Cl)cc2Cl)cs1 (stereo not given)
 : i, -26.2
- Cc1ccc(S(=O)(=O)NCCOCCNS(=O)(=O)c2ccc(C)cc2)cc1
 : i, -14.9
- Cc1cc(C)cc(-n2c(C)cc(C(=O)CSc3nnnn3C)c2C)c1
 : i, 0.8
- O=C(Nc1cccnc1)c1cnn2c(C(F)F)cc(C3CC3)nc12
 : i, -20.7
- CCCN1Cc2cccc(C(=O)NCCc3ccccc3)c2C1=O
 : i, -24.2
- CN(CC1CCCO1)S(=O)(=O)c1ccc(C(=O)Nc2nccs2)cc1 (stereo not given)
 : i, -10.7
- COc1ccccc1-n1c(CNC(=O)c2ccccc2)nnc1SCC(=O)Nc1nnc(C)s1
 : i, -12.6
- Cc1ccccc1C(=O)/C=C1/c2ccccc2CC(C)(C)N1C
 : i, -12.6
- Cc1nn(-c2ccc(F)cc2)c(Cl)c1/C=C(\CC(=O)O)c1nc2ccccc2s1
 : i, -2.1
- O=C(CCCCCn1c(=S)[nH]c2ccccc2c1=O)NCc1ccc2c(c1)OCO2
 : i, -19.0
- CC(=O)Oc1ccc(C(=O)Nc2cccc(NC(=O)c3ccco3)c2)cc1
 : i, -13.6
- COc1ccc(NC(=O)CN(C)CC(=O)c2c(C)[nH]c3ccccc23)cc1
 : ., -6.2
- CC[C@@H]1C(c2ccccc2)=NN(c2ccc(Br)cc2)[C@H]1C(=O)N1CCOC1=O
 : ., 12.6
- CC(CC(=O)NCc1ccco1)S(=O)(=O)c1ccc2c(c1)CCN2C(=O)C1CC1 (stereo not given)
 : i, -8.0
- Oc1oc(-c2ccccc2Br)nc1C=Nc1ccc(Br)cn1
 : i, -12.8
- O=c1[nH]c(=S)[nH]c2c1CN(Cc1ccc(F)cc1)CC2
 : i, -8.1
- COc1cnc(-c2ccccc2)nc1Sc1ccccc1
 : i, -44.5
- CCOC(=O)c1c(/N=C/C2=C(O)CC(C)(C)CC2=O)sc(C(C)=O)c1C
 : i, -15.1
- CCn1nc(NS(=O)(=O)c2ccccc2)c2cc3ccc(C)cc3nc21
 : i, -11.2
